Bioassay records deposited in PubChem BioAssay by Fisher Drug Discovery Resource Center.
hcGAS inh = inhibitors of human cGAS | Q8N884 | recombinant h-cGAS, ATP depletion, Kinase-Glo luminescence | inhibition, % at 12.5 µM | 290,000 compounds, 0.081% hits | AID 1259398;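 also: 0% = vehicle reaction and 100% = reaction without DNA for no activity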
Target sequence (Q8N884 whole entry, looked up): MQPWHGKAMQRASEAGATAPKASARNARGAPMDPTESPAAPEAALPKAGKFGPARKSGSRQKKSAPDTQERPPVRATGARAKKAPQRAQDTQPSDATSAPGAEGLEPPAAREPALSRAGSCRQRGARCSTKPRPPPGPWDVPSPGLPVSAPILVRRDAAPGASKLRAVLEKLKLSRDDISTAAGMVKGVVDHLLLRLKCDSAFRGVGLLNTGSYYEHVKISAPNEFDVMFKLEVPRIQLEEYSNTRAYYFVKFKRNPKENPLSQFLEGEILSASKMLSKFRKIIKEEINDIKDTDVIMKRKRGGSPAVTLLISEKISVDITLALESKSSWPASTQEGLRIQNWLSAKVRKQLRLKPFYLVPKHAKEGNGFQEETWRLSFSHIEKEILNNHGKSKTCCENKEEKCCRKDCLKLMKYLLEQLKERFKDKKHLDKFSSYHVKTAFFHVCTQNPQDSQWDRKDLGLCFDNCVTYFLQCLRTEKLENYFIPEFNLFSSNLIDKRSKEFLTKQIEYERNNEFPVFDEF
NPYLR7 ag = activates Aedes aegypti NPYLR7 receptor | HEK293T NPYLR7/Galpha15, GCaMP6s calcium fluorescence | activation, % at 10 µM | 270,000 compounds, 0.15% hits; in the data active = activation above about 40%;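 also: 0% = vehicle and 100% = reference agonist at the receptor; some compounds past the cut are filed as inactive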
mcGAS inh = inhibitors of mouse cGAS | AID 1259399 | inhibition, % at 12.5 µM | Q8C6L5 | recombinant cGAS, Kinase-Glo ATP depletion luminescence | 160,000 compounds, 0.15% hits;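 also: 0% = negative control wells and 100% = reference inhibitor with no enzyme activity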
* = called active by the depositor; x = not tested or not shown; & = joins results of further samples. Rule as the data show it, unless noted: active = inhibition above about 40%; inactive = the rest. Rows were taken by chance, and some 0.27% of all compounds hit somewhere here.

Structure	hcGAS inh	NPYLR7 ag	mcGAS inh
CC(NC(=S)N(C1CC1)C1CCS(=O)(=O)C1)c1ccccc1 (stereo not given)	20	-8	x
COc1nn(C)cc1C(=O)Nc1ccc(C(N)=O)cc1	-5	4	x
CCCCCN(CC(=O)Nc1cc(-c2ccccc2)nn1-c1ccccc1)C(=O)c1cc(OC)cc(OC)c1	-14	x	-10
COC(=O)c1cccc(CN2C(=O)C(Cc3ccccc3)ON=C2c2ncccc2C)c1 (stereo not given)	8	-1	x
Cc1ccc(C(=O)Oc2coc(CSc3ncccn3)cc2=O)cc1[N+](=O)[O-]	-5	-9	-4
CCN(CC)c1ncccc1CNCc1cccn1-c1cccnc1	-3	1	x
Cc1cc(NC(=O)C2CCN(C(=O)C3(c4cccs4)CCCC3)CC2)no1	-6	0	x
Cc1ccc(C(O)(CCNC(=O)Nc2ccc(C#N)cc2)C(F)(F)F)o1 (stereo not given)	-5	2	x
COc1cc(NS(=O)(=O)c2ccc(Cl)cc2)c2ncccc2c1	-1	4	-3
Cc1cc(-n2cnnc2)ncc1-c1ccc(O)cc1	-3	1	x
CCCCOc1ccc(NC(=O)N2CCC(c3nc4ccccc4[nH]3)CC2)cc1	3	1	x
Cc1ccc2nc(-c3cccc(NC(=O)c4ccc(Cl)c(Cl)c4)c3)oc2c1	-3	x	-9
CCC(C)NS(=O)(=O)c1cc(C)ccc1OC (stereo not given)	-6	7	x
Cc1c(C)n2c3c(=O)n(CC(=O)OCc4ccccc4)c(=O)n(C)c3nc2n1C1CCCC1	-5	6	-8
OC(CN(Cc1cccs1)C1CC1)c1ccccc1Cl (stereo not given)	-7	8	x
CC(C)NC(=O)CN1C(=O)CSC1=CC(=O)C1CC1	-3	-3	x
CCCC(=O)OCC(O)CN(Cc1ccc2c(c1)OCO2)Cc1cccc(OC)c1OC (stereo not given)	4	x	2
COc1ccc(C)cc1N1C(=O)CSC1c1ccc(NC(=O)C(C)Cl)cc1 (stereo not given)	-7	33	-6
CN(C(=O)c1cc2ccccc2s1)[C@@H]1CS(=O)(=O)C[C@H]1O	-1	-5	x
COc1cccc(F)c1-c1c(-c2ccccc2)ncn1Cc1n[nH]c2c1CCC2	-7	-4	-10
CC1(C)CC(CCNC(=O)c2cn(C3CCCCC3)nn2)(c2ccccc2)CCO1 (stereo not given)	-5	15	-10
Nc1cc(-c2ccc(Br)cc2)[nH]n1	-5	6	-5
CC(=O)c1ccc(N2C(=O)/C(=C/c3ccc(-c4cc(Cl)ccc4Cl)o3)C=C2c2ccccc2)cc1	-7	-1	-8
CCC(C)NC(=O)CS(=O)(=O)CCCC(=O)NC(=O)NC (stereo not given)	-2	2	x
COc1ccc(NC(=O)CSc2nc(=O)n(N3CCN(C)CC3)c3c2CCCC3)c(OC)c1	-4	0	-6
CCCS(=O)(=O)N1CCC(Nc2nn3cc(C(C)(C)C)nc3s2)CC1	-2	17	x
Nc1c(C(=O)CSc2nc3ncccn3n2)c(=O)[nH]c(=O)n1C1CC1	-12	17	x
Cc1c(NC(=O)c2cccc(CN3CC[C@@H]4CCCC[C@H]4C3)c2)cnn1C	-1	-14	x
COc1ccc(-n2cccn2)c(CN2CCC(n3nc(C)cc3C)C2)c1 (stereo not given)	-4	5	-18
Cc1nc(CCNC(=O)c2ccc3oc(CCc4ccccc4)nc3c2)nc2c1CCC2	-9	14	-10
COC(=O)C1CCN(C(c2ccc(Cl)c(Cl)c2)C2Sc3nc(C)nn3C2=O)CC1 (stereo not given)	-6	1	-6
CN(C)c1c([N+](=O)[O-])c(C(Cl)Cl)nn1-c1ccccc1	-4	-7	-6
CCn1c(C)cc(O)c(C(c2ccc(C)cc2)N2CCN(C)CC2)c1=O (stereo not given)	-8	12	x
c1csc(-c2nnc(CSc3nc4ccccc4[nH]3)o2)c1	5	-1	-1
COc1nn(C)cc1C(=O)N1CCN(C(C)=O)CC1	-5	3	x
CCC(CC)n1ncc(C)c1NC(=O)Cc1ccc2c(c1)NC(=O)CO2	-4	6	-14
C=CCCC(O)CN(CCC(C)C)Cc1cccn1Cc1ccccc1C (stereo not given)	-8	-5	-5
Cc1nn(C)c(=O)c2c1cnn2C(C)(C)C	-4	8	x
CC(C)Cc1cc(CN2CCN(c3ncnc4ccsc34)CC2)[nH]n1	-6	3	x
C=CCn1c(=O)c2c(nc3n(-c4cc(OC)ccc4OC)c(C)c(C)n23)n(C)c1=O	-5	15	x
CCc1nc2ccc(C(=O)Nc3cccc(OC)c3)cn2c1N(C)C(=O)Cc1ccccc1	3	5	0
CC(=O)c1cccc(Nc2nnc(C(C)(C)C)c(=O)[nH]2)c1	-7	-1	x
COc1ccnc(CN2CCCN(Cc3ccc(F)cc3)C(C(C)C)C2)c1 (stereo not given)	-7	x	-13
Cc1ccc2c(c1)N(C(=O)CN1CCN(Cc3ccccc3C)S1(=O)=O)CCO2	-1	4	x
O=C1CCCN1CCn1ccnc1-c1ccc(-c2ccn[nH]2)o1	-5	5	x
COc1ccc(C=NNC(=O)c2cc(C34CC5CC(CC(C5)C3)C4)[nH]n2)cc1OC	-5	0	-3
Cc1ccccc1C(NC(=O)C1CCN(CCCOc2ccc(F)cc2)CC1)c1ncccc1C (stereo not given)	0	-18	-1
O=C(c1cc2ccccc2oc1=O)N1CCN(c2ccc([N+](=O)[O-])cc2)CC1	-12	1	1
O=C(CN1CN(c2ccccc2)C2(CCN(C(=O)c3cccc4ccccc34)CC2)C1=O)NCCc1ccccn1	0	-15	-1
CC12CCC(C(=O)N(c3nccs3)C1=O)C2(C)C (stereo not given)	-6	8	x
COC(=O)c1ccc(C(=O)N(CCCN(C)C)c2nc3c(Cl)cccc3s2)cc1	-2	6	-6
Cc1nc(C)c(CC(=O)N2CCc3c([nH]c4ccccc34)C2c2ccccn2)s1 (stereo not given)	-10&-4	23&-3	-5
CC(C)(C)C(Cc1ccccc1)Nc1cc(Cl)nc(N)n1 (stereo not given)	-7	7	x
CCCc1nc(C)c(C(=O)N2CCCN(C(=O)Nc3cccc(Cl)c3)CC2)s1	-2	-3	x
CC1(C(=O)NCCC#N)CCN1C(=O)CCc1ccccc1 (stereo not given)	-7	9	-5
CC(=O)O[C@H]1CC[C@]2(C)C3CC(=O)[C@]4(C)C(C(C)=O)=CCC4C3CC[C@H]2C1 (stereo not given in full)	-3	-5	-6
Cc1ccc(-c2cc(C(=O)NCC3CCCO3)c3c(C)nn(C4CCS(=O)(=O)C4)c3n2)cc1 (stereo not given)	-7	2	-8
CCC(=O)Nc1nc(-c2cc(C)ccc2C)cs1	-4	-10	-7
Clc1ccc(C2CN(Cc3cc(-c4cccnc4)no3)CCO2)cc1 (stereo not given)	-6	4	x
COc1ccc(S(=O)(=O)Oc2cc(CN(CC3CCCO3)C(=O)NC(C)(C)C)ccc2OC)cc1 (stereo not given)	4	0	1

Profiles as entered above. Screens in order: hcGAS inh	NPYLR7 ag	mcGAS inh
Entry for `C=CCn1c(=O)c2c(nc3n(-c4cc(OC)ccc4OC)c(C)c(C)n23)n(C)c1=O` → -5	15	x
Entry for `CCn1c(C)cc(O)c(C(c2ccc(C)cc2)N2CCN(C)CC2)c1=O` (stereo not given) → -8	12	x
Entry for `COc1ccc(S(=O)(=O)Oc2cc(CN(CC3CCCO3)C(=O)NC(C)(C)C)ccc2OC)cc1` (stereo not given) → 4	0	1
Entry for `O=C1CCCN1CCn1ccnc1-c1ccc(-c2ccn[nH]2)o1` → -5	5	x
Entry for `CC1(C(=O)NCCC#N)CCN1C(=O)CCc1ccccc1` (stereo not given) → -7	9	-5

Further records:
Structure	hcGAS inh	NPYLR7 ag	mcGAS inh
Cc1ccc(N2CCN(S(=O)(=O)N(C)C)CC2)nn1	5	-15	-3
CC(C)COc1nc(-c2ccc(C(F)(F)F)cc2)n(-c2cccc(NC(=O)c3ccc([N+](=O)[O-])cc3)c2)n1	-1	11	-3
Cc1ccc(OCCSc2nc3ccccc3n2CCOc2ccc(C)cc2)cc1	-4	-9	-5
CC(C)c1ccc(S(=O)(=O)c2nnn3c2nc(N2CCC(C(N)=O)CC2)c2sccc23)cc1	-5	-6	-7
CC1(C(=O)NCC(F)(F)F)CCN1C(=O)C1(c2ccccc2)CC1 (stereo not given)	-3	4	-5
COc1ccc(CNC(=O)c2cccnc2N2CCN(S(=O)(=O)c3cc(F)cc(F)c3)CC2)cc1	1	20	-5
COc1ccc(/C=C\C(=O)Nc2cc(-c3cccs3)nn2-c2nc(C)c(C)c(=O)[nH]2)cc1OC	-8	4	x
CCCCCCCn1c(CN2CCCCC2C)nc2c1c(=O)n(C)c(=O)n2C (stereo not given)	-4	-1	x
COc1cn(CC(=O)N2CCCc3ccccc32)c(CSc2ccc(C)cc2)cc1=O	-6	-5	-7
CC1CN=C(Nc2cccc(S(=O)(=O)N(C)C)c2)S1 (stereo not given)	-1	1	-1
Cc1c(CCC#N)c(-n2ccnc2)n2c(nc3ccccc32)c1C#N	-10	3	-2
CCS(=O)(=O)Oc1cccc(CN(C(=O)c2cccc(Br)c2)C(C)C)c1	-4	7	-5
CCC(C)N(Cc1cc(NC(=O)c2cccs2)ccc1N(C)C)C(=O)Nc1cccc(F)c1 (stereo not given)	-2	2	-4
CCc1cn[nH]c1C1CCN(C(=O)c2cc(C)nc3c2cnn3C(C)C)CC1	7	2	x
O=C1CCC(C(=O)Nc2ccc(Cl)cc2C(=O)N2CCCC2)N1 (stereo not given)	-9	8	x
COc1ccncc1I	-1	-5	x
Cc1ccccc1-c1nccn1CCc1n[nH]c2c1CCCC2	-5	-2	x
Cc1ccc(-c2cc(C(=O)N3CCN(C(c4ccccc4)c4ccccc4)CC3)n(-c3ccc(F)cc3)n2)o1	-2	-1	-5
COc1ccccc1Cn1c(=S)[nH]c2ccccc2c1=O	-3	-4	-5
Cc1cc(Oc2cnn(C)c(=O)c2Nc2ccc(C(=O)O)cc2)ccc1Cl	-4	11	-5
CC1c2ccsc2CCN1C(=O)c1ccc(NC2CC2)nc1 (stereo not given)	-13	-20	x
CC(C)(NC(=O)c1c[nH]c(=O)c(Br)c1)c1cccs1	-7	4	-17
CCN(C(=O)Cc1ccncc1)C1CCS(=O)(=O)C1 (stereo not given)	-4	-1	x
Cc1ccc(F)cc1NCCOc1ccc(S(N)(=O)=O)cc1	-4	3	x
Cc1nc(C(C)NC(=O)CCc2c[nH]c3ccccc23)n[nH]1 (stereo not given)	-6	3	x
Cc1cc(N2C(=O)c3oc4ccccc4c(=O)c3C2c2ccc([N+](=O)[O-])cc2)no1 (stereo not given)	-4	5	x
O=[N+]1C(c2ccccc2)=C(c2ccccc2)N([O-])C2CCCCC21 (stereo not given)	-9	2	x
O=c1c2cc3c(cc2nc(SCc2cc(=O)n4cc(Br)ccc4n2)n1CCC1=CCCCC1)OCO3	-1	13	x
O=C(c1cnsn1)N1CCc2c(cc(-c3ccc(F)cc3F)c(=O)n2Cc2ccccn2)C1	2	12	-5
Cn1ncc(Oc2ccc(Cl)cc2)c(Nc2cccc(C(=O)O)c2)c1=O	-4	14	-6
COc1cccc(NC(=O)C2(C)CCN2C(=O)C/C=C/c2ccccc2)c1 (stereo not given)	-7	1	x
O=C(CN(Cc1ccccc1)c1nc(Cc2ccc(F)cc2)ns1)NCCc1ccc(Cl)cc1Cl	-2	x	-4
COc1cc(CNc2ccc(CC(=O)NCc3cccc(C)c3)cc2)cc(OC)c1	-6	6	x
Cc1ccccc1Cn1cc(C(=O)N2CCCN(Cc3cccs3)CC2)nn1	-6	2	x
O=[N+]([O-])c1ccc2c(c1Nc1ccccc1Cl)=NC1(CCCCC1)N=2	-3	0	-6
O=C(NCc1ccco1)c1cc2c(s1)CCCC2	-2	5	-2
CCOc1ccc2cc(-c3csc(Nc4cccc(C(F)(F)F)c4)n3)c(=O)oc2c1	-1	-3	-5
CC(=O)N1CCN(c2ncnc3c2nnn3-c2ccc(Cl)cc2)CC1	-6	-8	-8
CCOc1ccc(-c2nnc(SC(F)F)n2CCC(=O)O)cc1	-2	20	x
COC(=O)C1=C(C)N=c2s/c(=C\c3cccnc3)c(=O)n2C1c1ccc(OC)cc1 (stereo not given)	11	2	-4
CCc1ocnc1C(=O)N(C)Cc1csc(-c2ccccc2)n1	1	-1	x
FC(F)(F)CCc1ccccc1NCc1cccnc1	-8	8	-14
COc1ccc(Nc2nn(-c3ccccc3)c3c2C(=O)CCC3)cc1	-1	2	x
COc1ccc(C(=O)Cn2cc(C)c(=O)[nH]c2=O)c(OC)c1	-3	1	-15
O=C(O)c1cc(N=Cc2nc(-c3ccc(Cl)cc3)oc2O)ccc1O	-1	5	1
CC(c1nc2ccccc2c(=O)[nH]1)N(C)CCOc1ccccc1Cl (stereo not given)	-4	2	x
CO[C@@]12CC[C@@H](O)C[C@@H]1N(C(=O)CCc1csc(N)n1)CC2	-6	x	-5

Single values from the list.
hcGAS inh with `O=C(O)c1cc(N=Cc2nc(-c3ccc(Cl)cc3)oc2O)ccc1O` = -1
hcGAS inh with `O=[N+]([O-])c1ccc2c(c1Nc1ccccc1Cl)=NC1(CCCCC1)N=2` = -3
mcGAS inh with `O=C(CN(Cc1ccccc1)c1nc(Cc2ccc(F)cc2)ns1)NCCc1ccc(Cl)cc1Cl` = -4
mcGAS inh with `FC(F)(F)CCc1ccccc1NCc1cccnc1` = -14
